Screening results from PubChem.
HTT cytoprotect = Huntington cell model cytoprotection by ATP luminescence; 230,000 tested, 0.14% active; Potency, µM (titrated, usually from 56.4 µM), for inactives: cytoprotection (ATP increase), actives largely listed as activators; AID 1471; PC12 HTT-Q103 induced, cytoprotection, ATP luminescence, 40 h;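 note: potency is the fitted concentration of half-maximal effect; % of control where 0% means no effect; nearly all actives have a fitted effect of over 45% in size; toxic huntingtin expression switched on by the ecdysone agonist tebufenozide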
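Rat PC12, Q103 Htt exon1-GFP fusion, ecdysone promoter; tebufenozide inducer 100 nM final; compound titration; qHTS, 1500 cells/well; ATPlite luminescent read.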
LMNA splice mod = modulators of lamin A splicing; 200,000 tested, 0.01% active; HeLa LMNA splicing GFP/RFP minigene ratio, 48 h; Potency, µM (series often up to 46.1 µM), inactives show at the top dose ratio change, negative = inhibition, hits mostly inhibitors; active = well fitted inhibition curve with a large enough effect in the signal ratio, with a control signal flat, not every such curve was filed as active; inconclusive = small, poorly fitted or top-dose-only effect, or effect the other way, or a change in a side signal; the % refers to the signal ratio; note: potency is the fitted concentration of half-maximal effect; % is set by controls: 0 for no effect and ±100 for the full control effect
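Read-out is the ratio of GFP to DsRed2 object intensity, acquired by 488 nm laser-scanning cytometry on HeLa lamin A-EGFP minigene reporter cells. Compound incubation 48 hrs at 37 °C in Opti-MEM with 2% FBS; DMSO 0.5% final.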
GAA glycogen = GAA glycogen-cleavage inhibition or activation; 300,000 tested, 0.38% active; AID 2100; Potency, µM (doses to about 76.4 µM), for the others: at the top dose activity change, negative = inhibition, hits mostly inhibitors; recombinant GAA, glycogen substrate, Amplex Red glucose oxidase fluorescence; P10253;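 note: potency is the fitted concentration of half-maximal effect; 0% = full enzyme reaction and -100% = no-enzyme basal signal; the screen sought inhibitors and activators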
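Recombinant enzyme (4 nM final) with compounds titrated up to 77 uM and bovine liver glycogen (30 ug) in citrate pH 5.0, 0.01% Tween-20, 37 C 40 min. Released glucose detected by Amplex Red/glucose oxidase (Ex 573/Em 610); AC50 from Hill fits.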
GAA inhib = alpha-glucosidase (human) inhibition; purified human GAA, 4-MU-alpha-glucoside fluorescence; Potency, µM (titrated, usually from 76.9 µM), inactives show at the top dose activity change, negative = inhibition, usual class: inhibitors; 200,000 tested, 0.005% active; AID 1466;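 note: potency is the fitted concentration of half-maximal effect; plate controls were uninhibited enzyme wells for no effect and no-enzyme background for full effect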
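AC50 values come from Hill fits of compound titrations (up to 77 uM) against 4 nM human enzyme. Substrate 4-methylumbelliferyl-alpha-D-pyranoside at 400 uM, pH 5.0 citrate buffer, 20 min room temperature; fluorescence Ex 365/Em 440 after alkaline stop.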
GAA spleen mod = lysosomal alpha-glucosidase (human) modulation. P10253. 240,000 tested, 0.006% active. Potency, µM (series often up to 79.9 µM), for inactives: top-dose activity change, negative = inhibition, most hits filed as inhibitors. human spleen homogenate, 4-MU-alpha-glucoside fluorescence;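 note: potency is the fitted concentration of half-maximal effect; 0% = enzyme with vehicle and -100% = no enzyme basal signal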
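AC50 values come from Hill-equation fits of concentration-response data, normalized to no-enzyme and full-activity controls. Enzyme source: 1 ug human spleen homogenate; 1 mM fluorogenic 4-MU glucoside, pH 5.0 citrate buffer, 37 C, 40 min.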
HTT aggregate = reduces HttQ103-GFP aggregates in PC12 cells. PC12 HttQ103-GFP aggregates, Acumen cytometry, 40 h. Potency, µM (series often up to 46.1 µM), for the others: top-dose activity change, negative = inhibition, actives largely listed as inhibitors. 220,000 tested, 1.1% active; note: potency is the fitted concentration of half-maximal effect; % is set by controls: 0 for no effect and ±100 for the full control effect; nearly all actives have a fitted effect of over 60% in size
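Compounds (qHTS titration) were added to PC12 cells expressing an ecdysone-driven HTT exon 1 Q103–GFP fusion after induction with 100 nM tebufenozide. Aggregate formation was measured as GFP objects in cell lysates.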
CBFb-RUNX1 inh = blocks binding between human CBF-beta and RUNX1; 230,000 tested, under 10 active; Potency, µM (highest dose often 59.8 µM), without a hit: at the top dose activity, negative = inhibition, most hits filed as inhibitors; Q01196+Q13951; AlphaScreen CBFb-His/RUNX1-biotin binding, biochemical; note: % of control where 0% means no effect
Target sequence (Q01196 whole entry, looked up): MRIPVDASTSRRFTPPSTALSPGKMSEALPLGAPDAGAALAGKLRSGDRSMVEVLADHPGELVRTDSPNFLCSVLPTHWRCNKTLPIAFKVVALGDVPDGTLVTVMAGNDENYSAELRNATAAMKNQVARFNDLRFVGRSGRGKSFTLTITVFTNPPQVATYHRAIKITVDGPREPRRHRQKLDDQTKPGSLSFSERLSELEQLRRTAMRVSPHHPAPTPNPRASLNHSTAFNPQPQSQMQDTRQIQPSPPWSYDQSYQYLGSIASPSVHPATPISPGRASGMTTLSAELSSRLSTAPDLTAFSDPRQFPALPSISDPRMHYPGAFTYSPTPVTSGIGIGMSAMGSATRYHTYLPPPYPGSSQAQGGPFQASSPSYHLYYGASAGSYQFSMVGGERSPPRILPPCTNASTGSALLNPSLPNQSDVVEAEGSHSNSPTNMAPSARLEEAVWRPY
Target sequence (Q13951 whole entry, looked up): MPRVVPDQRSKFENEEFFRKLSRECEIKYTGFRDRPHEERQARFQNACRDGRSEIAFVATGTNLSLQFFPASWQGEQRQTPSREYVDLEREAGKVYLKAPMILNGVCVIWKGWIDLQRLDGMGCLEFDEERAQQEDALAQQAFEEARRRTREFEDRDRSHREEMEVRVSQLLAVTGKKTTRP
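Read-out: AlphaScreen. Format: His-CBF-beta with biotinylated RUNX1 (30 nM each) preincubated 20 min, compound 15 min, Ni-chelate plus streptavidin beads 90 min; room temperature throughout.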
Active calls of the source: *; ? = inconclusive; / = no result given; [ ] = remark or other dose. Unless noted, calls come from the whole dose curve; as a rule, active = well fitted curve in the direction sought with a large enough effect; inconclusive = small, poorly fitted or top-dose-only effect, or another doubt; inactive = no such curve, though single readings can be large; an effect the other way counts as inactive or inconclusive. Rows are unselected, and some 1.5% of all compounds hit somewhere here.

SMILES	HTT cytoprotect	LMNA splice mod	GAA glycogen	GAA inhib	GAA spleen mod	HTT aggregate	CBFb-RUNX1 inh
CCOc1cccc(SCc2noc(C(=O)NCC3CCCO3)c2C(=O)O)c1 (centres undefined)	-23%	12%[0.0737 µM]	13%	-1%	-7%	6%	-4%
O=C(NNC1CC(=O)N(c2ccc(Cl)cc2)C1=O)c1ccco1 (centres undefined)	-30%	?	?	6%	2%	13%	-8%
O=C(CSc1nc2c(cnn2-c2ccccc2)c(=O)[nH]1)N1N=C(c2cccs2)CC1c1ccc(F)cc1 (centres undefined)	/	0%	-4%	-12%	2%	-7%	5%[2.36 µM]
CC1CN(S(=O)(=O)c2ccc(C(=O)Nc3nccs3)cc2)CC(C)O1 (centres undefined)	12%[10 µM]	/	1%	/	-11%	-16%[9.22 µM]	6%
Cc1nn(-c2ccccc2)c(C)c1NC(=O)COc1ccc(Br)cc1Cl	30%[10 µM]	?	-3%	-14%	5%	-9%	1%
CCOc1ccccc1N1C(=O)c2ccc(C(=O)Nc3cccnc3)cc2C1=O	20%[10 µM]	-5%	3%	-5%	-6%	-2%	-1%
Cc1ccccc1-c1nc(-c2ccc(NC(=O)c3ccc4c(c3)OCO4)cc2)no1	-9%	?	-8%	-5%	2%	-18%	4%
CC(=O)Nc1cccc(NC(=O)c2ccc(Br)cc2)c1	-33%[inhibitor]	/	8%	-7%	/	-9%	0%
Cc1cc(C(=O)Cn2nc(C(=O)O)c3ccccc3c2=O)c(C)n1CC(F)(F)F	/	/	13%	-5%	8%	6%	1%
COc1cc(O)c2c(=O)c3c(OC)c(O)ccc3oc2c1	/	?	-4%	-5%	-8%	15%	0%[2.36 µM]
COc1cc2c3c(c1OC)C1(C=CC(=O)C=C1)CC3N(C(=O)c1ccccc1)CC2 (centres undefined)	-6%	2%	0%	2%	-2%	21%	-6%
CC(=O)NC1C(=O)N=C(SCC(=O)Nc2cccc(Cl)c2)NC1=O (centres undefined)	7%	-14%[9.22 µM]	-12%	3%	0%	11%	17%
O=C(O)c1cccc(OCc2ccccc2Cl)c1	-14%	14%	2%	-3%	-8%	-14%	1%
Cc1ccc(-n2ncc3c(SCc4cccc(C)c4)ncnc32)cc1	12%[10 µM]	-9%	0%	3%	3%	-13%	3%
c1ccc(-c2ccnc3nc(N4CCN(c5ccccc5)CC4)nn23)cc1	-127%[inhibitor]	10%	-4%	-5%	-9%	-4%	5%

Record cards, from the list above. Values in the order: HTT cytoprotect	LMNA splice mod	GAA glycogen	GAA inhib	GAA spleen mod	HTT aggregate	CBFb-RUNX1 inh
Results for `CC(=O)NC1C(=O)N=C(SCC(=O)Nc2cccc(Cl)c2)NC1=O` (centres undefined) : 7%	-14%[9.22 µM]	-12%	3%	0%	11%	17%
Results for `O=C(CSc1nc2c(cnn2-c2ccccc2)c(=O)[nH]1)N1N=C(c2cccs2)CC1c1ccc(F)cc1` (centres undefined) : /	0%	-4%	-12%	2%	-7%	5%[2.36 µM]
Results for `CCOc1cccc(SCc2noc(C(=O)NCC3CCCO3)c2C(=O)O)c1` (centres undefined) : -23%	12%[0.0737 µM]	13%	-1%	-7%	6%	-4%
Results for `Cc1nn(-c2ccccc2)c(C)c1NC(=O)COc1ccc(Br)cc1Cl` : 30%[10 µM]	?	-3%	-14%	5%	-9%	1%
Results for `O=C(NNC1CC(=O)N(c2ccc(Cl)cc2)C1=O)c1ccco1` (centres undefined) : -30%	?	?	6%	2%	13%	-8%

Carrying on:
SMILES	HTT cytoprotect	LMNA splice mod	GAA glycogen	GAA inhib	GAA spleen mod	HTT aggregate	CBFb-RUNX1 inh
COc1ccc(-c2nc3cnc(Oc4cccc(Cl)c4)nc3n(C[C@H]3CCCO3)c2=O)cc1	6%	?	/	/	-1%	/	/
O=C(CNC(=S)N(Cc1ccccc1Cl)C1CCCC1)NCCN1CCOCC1	-9%[10 µM]	5%[46 µM]	4%	-3%	-1%	-15%	-13%
CCn1c(SCc2ccc(C(=O)OC)o2)nnc1-c1c[nH]c2ccccc12	-30%	-19%	-31%	-5%	9%	9%	7%
CCCC(=O)NC(C)c1nc2ccccc2n1C (centres undefined)	-4%	10%	6%	-5%	7%	?	14%
O=C(Nc1nnc(COc2ccccc2)s1)Nc1ccccc1F	-9%[10 µM]	/	3%	/	-1%	-6%[9.22 µM]	8%
CCOC(=O)CSc1nnc(NC(=O)c2cccc(S(=O)(=O)N3CCCCCC3)c2)s1	2%	-7%	8%	-1%	-2%	15%	-3%
C=CCn1c(CSc2nc3ccccc3s2)n[nH]c1=S	-10%	?	?	-13%	0%	1%	2%
CC(C)CC(O)C1CCN(C(=O)CCc2nnc(-c3ccccc3)o2)CC1 (centres undefined)	-1%[10 µM]	/	0%	6%	3%	3%[9.22 µM]	3%
CCn1c(=O)c(C(=O)CN2CCOCC2)c(N)n(Cc2ccccc2)c1=O	-11%	-6%	-7%	-11%	2%	-14%	2%
CS(=O)(=O)N(CC(=O)Nc1ccc2c(c1)OCCO2)Cc1ccc(Cl)cc1	12%	-15%	-9%	-13%	-6%	?	4%
Cc1cc(/C=N/NC(=O)COc2cccc3cccnc23)c(C)n1-c1ccc(O)cc1	/	1%	-5%	3%	-13%	27%	-21%
CCOC(=O)C1=C(C)Nc2ncnn2C1c1cccs1 (centres undefined)	0%	-10%	-5%	-2%	-3%	-1%	-2%
CCN(CC)c1ccc(C(=O)N/N=C(\C)c2cccnc2)cc1	-8%[10 µM]	-21%[46 µM]	3%	0%	-6%	21%	12%
Cc1cc(C(F)(F)F)nn1Cc1n[nH]c(=S)n1-c1ccc(F)cc1	18%[10 µM]	?	-7%	-1%	0%	-1%	-2%
CCc1nnc(NC(=O)CCN(c2ccc(C)cc2)S(=O)(=O)c2ccccc2)s1	12%[10 µM]	8%	8%	-2%	-4%	7%	-8%
CCOc1ccccc1/C=c1\sc2ncnn2c1=O	-24%	-7%	-1%	-1%	-24%	0%	4%
O=C(/C=C/c1ccco1)N(Cc1ccccc1)C1CCS(=O)(=O)C1 (centres undefined)	-5%[10 µM]	/	2%	/	-6%	5%[9.22 µM]	-3%
COc1cc(C(C#N)N2CCCCC2)ccc1O (centres undefined)	-3%	4%	3%	-3%	-7%	-4%	8%
C#CC1CCCCC1NC(=O)Nc1cnccc1C(F)(F)F (centres undefined)	-8%[10 µM]	/	1%	-12%	-20%	-4%[9.22 µM]	-4%
COc1ccc(S(=O)(=O)N2CCN(C(=O)NC3CCCCC3)CC2)cc1OC	-15%	4%	-2%	?	-6%	1%	1%
Cc1ccc(Oc2ccc3c(c2)C(=O)N(c2ccc(S(=O)(=O)Nc4nccs4)cc2)C3=O)cc1	-22%	15%[0.0737 µM]	0%	-4%	-5%	3%	?
CC1CCCN(C(=O)C2CCN(CC3CC=CCC3)CC2)C1 (centres undefined)	7%[10 µM]	10%	12%	?	-4%	2%	4%
Cc1cc(OC(=O)c2cc(Cl)nc3ccccc23)ccc1Cl	18%	5%	8%	-1%	6%	-5%	2%
O=C(O)COc1ccccc1/C=N/NC(=O)c1cc2ccccc2cc1O	15%[10 µM]	/	?	-1%[15.4 µM]	-11%	17%[9.22 µM]	-9%
Cc1cc(C)cc(NC(=O)CSc2nnc(-c3ccccc3)n2N)c1	-9%[0.074 µM]	13%	?	0%	-10%	7%	0%
O=C1C2C(C(=O)N1c1ccncc1)C1C=CC2C12CC2 (centres undefined)	-3%	-4%	14%	-1%	-8%	-8%	10%
O=C(CCC1CCCCC1)Nc1c2c(nn1-c1ccc(F)cc1)CS(=O)C2 (centres undefined)	1%[10 µM]	0%	11%	-5%	3%	-11%	-11%
COc1ccc(C(C)NC(=S)NC2CCCC2)cc1OC (centres undefined)	-9%[10 µM]	-9%	4%	-4%	7%	0%	0%
NC(=O)CC(c1ccccc1)c1ccco1 (centres undefined)	31%	17%	-1%	3%	-2%	-8%	3%
COC(=O)c1sc(NC(=O)CSc2nncs2)c(C(=O)OC)c1C	-5%	?	-7%	-5%	2%	-29%	1%
COC(=O)[C@@]1(Cc2ccccc2)[C@H]2c3cc(C(=O)N(C)C)n(Cc4c(CO)[nH]cc(C)c4=O)c3C[C@H]2CN1C(=O)c1ccccc1	-1%	/	/	/	14%	/	-13%
O=C(COC(=O)c1ccccc1NC(=O)c1ccco1)Nc1ccc2c(c1)OC(F)(F)O2	-11%	4%	4%	2%	3%	16%[9.22 µM]	3%
COC(=O)c1cc(NC(=O)Nc2ccccc2)ccc1Cl	-3%[10 µM]	?	2%	3%	-4%	-1%	-8%
CC(=O)Nc1cccc(/C(C)=N/NC(=O)c2ccc(Cl)cc2Cl)c1	/	/	-6%	8%	0%	/	1%
COc1cc(/C=C/C(=O)c2ccc(O)cc2)ccc1OCC#N	0%[10 µM]	?	-4%	-9%	0%	6%[9.22 µM]	-4%
O=C(NNc1nc2cc3c(cc2s1)OCO3)c1ccccc1	/	3%	?	3%	-1%	-3%	1%[2.36 µM]
CC(=O)c1c(C)[nH]c(C(=O)OCc2ccc(Br)cc2)c1C	-40%[inhibitor]	/	2%	-9%	-3%	?	-18%
CCCCCCCC1=CC2=C(Cl)C(=O)C(C)(OC(C)=O)C(=O)C2=CN1C (centres undefined)	-51%[inhibitor]	/	/	/	-5%	/	3%
O=C(O)C1CCCN(S(=O)(=O)c2ccc(Br)cc2)C1 (centres undefined)	-40%[10 µM]	10%	-7%	2%	1%	11%	0%
CCNC(=S)NNC(=O)c1ccccn1	/	?	7%	-29%	2%	?	9%
Cc1ccc(-c2nnc(SCC#N)n2N)cc1	12%	0%	-2%	?	-2%	-10%	8%
N#Cc1cc(-c2ccccc2)cnc1Sc1ccccc1	-59%[inhibitor]	4%	-8%	1%	-21%	-27%	-1%
OCCN(Cc1ccccc1)CC1CC=CCC1 (centres undefined)	4%[10 µM]	-5%	2%	-1%	3%	-12%	29%
CC(C)c1nnc(SCC(=O)NC(C)(C)C)n1C	-5%[10 µM]	7%[46 µM]	-3%	-4%	5%	-1%[9.22 µM]	2%
O=C(CC(=O)NCc1cccnc1)NCc1cccnc1	21%	5%	3%	-6%	4%	-22%	5%
CCSc1nccc(-c2nn(-c3ccc(C)cc3)ccc2=O)n1	-34%	-25%	7%	-7%	-8%	-11%	1%
COc1ccccc1NC(=O)C1CCCN(S(=O)(=O)c2cnc[nH]2)C1 (centres undefined)	4%	1%	-5%	1%	-13%	-2%	7%
